High-throughput results: PubChem, several laboratories
aSyn UTR inh – MLPCN primary screen, SNCA 5' untranslated region; alpha-synuclein 5'UTR reporter, inhibitor activity; inhibition, % (tested at 7.5 µM); 300,000 tested, 0.82% active; in the data active = inhibition above about 60%; inconclusive = no clear call, values can overlap the other calls;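 note: H4 neuroglioblastoma cells stably carrying SNCA 5'UTR luciferase fusion; 0% = DMSO wells and 100% = positive control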
SKKanGAS inh – S. pyogenes SKKanGAS growth inhibitors in kanamycin, primary screen, streptokinase expression inhibitor project, SKKanGAS strain, BacTiter-Glo luminescence; AID 1662, 2009; 6 h; inhibition, % at 7.5 µM; 300,000 tested, 1.3% active;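 active = mean replicate score, as percent of positive control median, at least 50; inconclusive = mean below 50 but one replicate at or above 50; inactive = mean and every replicate below 50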;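 note: strain carries kanamycin resistance gene driven by streptokinase promoter and grows in 40 µg/ml kanamycin; loss of luminescence reflects streptokinase promoter inhibition or plain growth inhibition; 0% = median of DMSO wells and 100% = positive control at its reference dose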
IEC-6 cytotox – cytotoxicity in IEC-6 intestinal epithelial cells, primary screen, cytotoxicity control for KLF5 inhibitor project, cell-based, luminescence; IEC-6 cytotoxicity, luminescence viability; inhibition, % at 5 µM; 290,000 tested, 0.78% active; AID 1825, 2009; in the data active = inhibition above about 22%;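 note: 0% = plate median of test compound wells and 100% = cytotoxic reference compound wells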
HIF activator – HIF pathway transcriptional activators, primary screen, cell-based, U2OS HRE-luciferase, luminescence; U2OS HRE-luciferase reporter; normalized: DMSO 0%, desferrioxamine 100%; activation, % at 7.5 µM (by protocol); 300,000 tested, 0.32% active;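 active = mean activation of at least 10% of the iron chelator positive control signal, with at least half of replicates also reaching 10%; inconclusive = mean and replicate majority disagree about reaching 10%; inactive = mean and most replicates under 10%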
HSF1 inh – HSF1 inhibitors in luciferase reporter cells, primary screen, cell-based, NIH3T3, luminescence; NIH3T3-HGL HSE-luciferase, MG132-induced, luminescence 8 h; hits give low values; activity change, negative = inhibition, % at 7.5 µM (by protocol); 300,000 tested, 0.77% active; AID 2098, 2009;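 active = more than half of replicate wells show activity change below -50%, luminescence cut by over half; inconclusive = some wells, but at most half, below -50%; inactive = no replicate well below -50%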;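 note: luciferase reports HSF-1 transcriptional activity via heat shock element; 0% = median of DMSO wells and -100% = zero luminescence signal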
KLF5 inhibitor – KLF5 expression inhibitors, primary screen, DLD-1 cells, luminescence; 290,000 tested, 0.23% active; inhibition, % at 5 µM; DLD-1 KLF5 promoter-luciferase reporter;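 active = inhibition above a per-plate limit of that plate's mean compound inhibition plus 3 SD, cut at about 60% in these data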;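 note: 0% = DMSO wells and 100% = LY294002 at 200 µM; higher means less KLF5 promoter-driven luciferase light; inactives centre near -14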
HSF1 activator – HSF-1 activators, primary screen, NIH3T3-HGL cells, MG132 stress, luminescence, single point. 300,000 tested, 1.7% active. activation, % at 9 µM. NIH3T3-HGL HSF-1 luciferase reporter, 8 h; 100% = twice DMSO control signal;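 active = mean replicate activation of at least 50% with a set share of replicates each reaching 50%; inconclusive = only one of those two conditions met; inactive = mean below 50% and too few replicates reaching it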;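 note: 0% = median of the neutral control wells and 100% = twice that signal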
AI-2 QS mod – Vibrio harveyi AI-2 quorum sensing modulators, primary screen, JMH597 strain, luminescence/OD600 ratio. 300,000 tested, 0.4% active. activity change, % at 7.5 µM. Vibrio harveyi JMH597 AI-2 luminescence/OD600 ratio, 9 h; hits give low values; strain lacks LuxN and CqsS sensors; 0 = neutral-control median; in the data active = activity change below about -75%, passing the limit was not always enough; inconclusive = no clear call, values can overlap the other calls;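 note: luminescence divided by OD600 gain over 9 h not by final OD600 alone; inactives centre near 13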
Platelet DG rel – inhibitors of platelet dense granule secretion, primary screen, cell-based, MLPCN, human platelets. human platelet-rich plasma, SFLLRN dense granule ATP release, luminescence. inhibition, %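 (compounds screened at 7.5 µM in platelet-rich plasma)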. 300,000 tested, 0.22% active;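 active = mean replicate score, as percent of positive control, at or above 50; inconclusive = mean below 50 but at least one replicate at or above 50; inactive = mean and every replicate below 50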
HSP90 refold inh – HSP90 inhibitors, primary screen, cell lysate, luminescence. Heat shock protein HSP 90 (rabbit reticulocyte lysate; luciferase refolding). AID 1789, 2009. Rabbit reticulocyte lysate, luciferase refolding luminescence, 3 h. 290,000 tested, 0.91% active. inhibition, % at 5.6 µM;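 active = inhibition above the screen-wide mean plus 3 SD, computed separately per campaign, cut at about 16% in these data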;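 note: 0% = DMSO wells and 100% = 60 µM geldanamycin wells; inhibitors lower the luminescence because luciferase stays unfolded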
* = called active by the depositor; ? = inconclusive; . = no result given.

SMILES	aSyn UTR inh	SKKanGAS inh	IEC-6 cytotox	HIF activator	HSF1 inh	KLF5 inhibitor	HSF1 activator	AI-2 QS mod	Platelet DG rel	HSP90 refold inh
Cc1cc(C)c2nc(N(CCCN(C)C)C(=O)c3ccc(S(=O)(=O)N4CC(C)OC(C)C4)cc3)sc2c1 (configuration not stated)	-7	-2	.	0.4	-10	.	-5	15	5	.
CCc1ccc(CC2(O)CC(C)N(C)CC2C)cc1 (configuration not stated)	16	-3	0	-0.6	-5	-5	-3	11	-1	-1
Cc1cc(=O)[nH]c(SCCc2ccccc2)n1	-9	1	3	0.0	-1	10	29	.	20	0
CCn1c(SCC(=O)Nc2ccc(S(=O)(=O)Nc3onc(C)c3C)cc2)nnc1-c1ccccc1	3	-1	-1	-0.2	-3	-37	10	9	4	2
CCCn1c(N)c(N(CCOC)C(=O)c2ccc(F)cc2)c(=O)[nH]c1=O	-15	-1	-1	-34	3	-8	22	7	-9	2
COc1ccc(S(=O)(=O)NCCCCOc2ccc(Cl)cc2)cc1	2	-4	-2	-6.5	-1	-24	7	18	16	-3
CC(NC(=O)Cc1c(F)cccc1Cl)C1CCCO1 (configuration not stated)	-15	-15	1	-0.3	-4	-42	-12	6	-4	1
Cn1cc(Cl)c(C(=O)OCC(=O)Nc2nc(-c3ccc(Br)cc3)cs2)n1	-110	6	-4	2.1	-12	-38	-5	42	14	6
C[C@H](NC(CCc1ccccc1)C(=O)O)C(=O)N1CCC[C@H]1C(=O)O (some centres not stated)	2	1	.	0.0	-9	.	2	8	0	.
O=C(CSc1nnc(-c2ccc(S(=O)(=O)N3CCCC3)cc2)o1)NCc1ccccc1	24	-2	0	-0.2	-9	2	-23	-22	-2	0
Cc1ccc(S(=O)(=O)NNC2=NCCCCC2)cc1	-4	3	-2	0.0	-1	-17	-10	26	10	3
CCOc1cc2c3c(c1)C1(Nc4ccccc4S1)C(=O)N3C(C)(C)CC2C (configuration not stated)	.	8	-3	.	.	-12	.	21	9	5
O=C(Cc1ccc2c(c1)CCCC2)Nc1ccccc1Cl	8	5	-2	0.6	-1	-37	26	-4	3	2
NC(=O)c1cc(Br)cc2c3c([nH]c12)CCCC3	1	18	1	0.6	-2	4	19	-14	-4	6
CCCCc1c(O)nc(SCC(=O)N2CCOCC2)n(-c2ccccc2OC)c1=O	16	-2	-2	-0.3	39	-6	?	18	-7	7
Cc1nnc(NC(=O)CSc2nnc(CNC(=O)c3ccccc3)n2-c2ccccc2)s1	9	-4	3	-0.1	1	-17	-19	12	19	1
Cn1ncc(Cl)c1C(=O)Nc1cccnc1	-3	-5	-7	-0.1	-6	-28	-3	20	1	3
Fc1cccc2ncnc(OCc3ccccc3)c12	4	4	-2	0.2	-10	4	0	2	-1	-3
COC(=O)c1sccc1NC(=O)CSc1nnnn1-c1ccccc1F	-18	-4	1	-0.1	1	-5	9	14	-1	0
O=C(CSc1nnc(-c2ccccc2Cl)o1)Nc1ccc2c(c1)OCCO2	-137	-4	4	4.2	-5	-81	3	8	-1	1
COCCCNC(=S)NNC(=O)c1ccc(S(=O)(=O)N2CCC(C)CC2)cc1	7	9	-10	-0.3	3	-16	-1	21	0	-1
S=C1NC[C@H](Cc2ccccc2)N1CCc1cccc2ccccc12	-4	1	.	-0.4	5	.	3	-6	9	.
O=C(O)COc1ccc(S(=O)(=O)N2CCCC2)cc1	7	2	0	-2.3	0	4	-15	29	-1	-4
CCc1ccc(NC(=O)CCC(=O)Nc2nnc(C(F)(F)F)s2)cc1	-73	-1	0	0.5	-8	-20	-4	2	4	-4
O=C(CSc1nnc(NC(=O)c2c(F)cccc2F)s1)NC1CCCCC1	2	0	9	0.7	-7	-6	4	13	-1	-1
Cc1nc(NCCO)c2nnn(Cc3ccccc3F)c2n1	8	-8	7	-0.2	2	1	9	21	-15	4
Cc1cc(C)cc(NC(=O)COC(=O)[C@@H](NC(=O)c2ccco2)C(C)C)c1	-15	-11	1	0.3	1	-13	3	-9	0	2
Cc1ccccc1NS(=O)(=O)c1ccc(C(=O)NCC(C)(C)N2CCOCC2)cc1	2	6	.	0.7	-8	.	-13	11	29	.
CCc1ccc(Nc2oc(C)cc(=O)c2C(C)=O)cc1	-28	30	2	-52	-2	12	10	7	-6	4
CCOc1ccc(C2NC(=O)C(C#N)=C(S)N2c2ccc(C)cc2)cc1OC (configuration not stated)	6	1	2	0.4	-15	-9	-12	22	4	8
CCN1CCN(C(CNS(=O)(=O)c2ccc(Cl)cc2)c2cccnc2)CC1 (configuration not stated)	-8	-2	3	0.3	-6	-53	17	6	2	3
O=C(COC(=O)CCSc1ccccc1Cl)NCc1ccco1	-5	-2	0	-0.1	-6	-33	-7	10	5	-3
COc1ccc(C(=O)N2CCCC(Nc3ccc(F)cc3)C2)cc1F (configuration not stated)	-7	-5	-2	0.4	1	-3	4	41	2	-1
CCOC(=O)N1CCN(C(=O)C2CCCCC2)CC1	-1	-1	0	0.0	1	-3	2	16	0	-1
COc1ccc(N2CCN(C(=O)c3ccc(NS(=O)(=O)c4ccccc4)cc3)CC2)cc1	-13	-7	-10	-0.1	-40	-44	-55	20	9	2
CSC1=NSC2=NC(=O)/C(=C\c3cccs3)C(=N)N12	-199	22	1	2.8	16	-89	16	17	8	0
Cc1ccc(C(=O)c2cnc3cc4c(cc3c2S(=O)(=O)c2ccccc2)OCCO4)cc1	-133	0	-8	1.7	24	-22	32	29	-10	-1
CN(C)CCCNC(=O)C1CCNCC1	-5	2	-4	-0.2	-2	-20	2	5	-4	-1
Cc1ccc(S(=O)(=O)NNC(=O)/C=C/c2cccc(F)c2)cc1	-7	-2	2	0.2	3	-15	-1	13	9	1
CCOC(=O)CCc1c(C)c2ccc(OCC)c(C)c2oc1=O	-7	-4	0	0.4	-4	4	15	31	-6	1
O=C(NNS(=O)(=O)c1ccc(Cl)cc1)c1cnn(-c2ccccc2)c1-n1cccc1	24	-7	0	-0.1	-6	-4	5	21	-1	3
O=C(Cc1ccccc1)N1CCNCC1	-9	-7	-4	0.0	-2	-32	-13	2	14	-1
C=CCN(CC=C)CCOc1ccccc1[N+](=O)[O-]	5	7	0	-0.4	-3	-16	-7	9	3	0
O=C(NCC(c1ccco1)N1CCc2ccccc2C1)c1c(F)cccc1F (configuration not stated)	-7	-2	.	-0.9	-8	.	-10	-1	4	.
CCCNC(=O)C1CCN(S(=O)(=O)c2cccs2)CC1	12	1	-7	-0.2	3	-25	-2	17	-1	-4
CC(=O)c1ccc(OCCCC(=O)OCc2nnc(-c3ccc(Cl)cc3)o2)cc1	-44	-8	-4	0.2	5	-16	3	44	-1	-1
N#CC1CN(Cc2ccccc2)CN(Cc2ccccc2)C1	-7	1	-1	-0.4	-4	-6	8	12	3	3
Cc1cccc(NC(=O)c2nc[nH]c2C(=O)N[C@@H](Cc2ccccc2)C(=O)OC(C)(C)C)c1	-15	98*	.	-0.4	7	.	-5	23	-1	.
Cc1cc(NC(=O)CSc2nc(CCC3CCCC3)nc3ccccc23)no1	-14	0	1	-0.3	21	-21	59*	-20	-18	4
NS(=O)(=O)c1ccc(NC(=S)N2CCC(O)CC2)cc1	-10	3	-8	-0.4	1	-25	-1	28	-1	-4
Oc1cccc(C(O)CNCc2ccc(-c3ccccc3)cc2)c1 (configuration not stated)	8	-4	4	0.4	-2	-19	15	9	0	-2
O=C(CN1C(=O)COc2ccccc2C1=O)c1ccc2c(c1)OCCO2	4	-6	4	1.1	0	1	6	25	13	-2
CCOC(=O)C1(Cc2ccccc2)CCCN(C2CCN(C(C)=O)CC2)C1 (configuration not stated)	-5	-15	3	-0.4	-7	-12	7	9	0	4
CC1CCN(CC(=O)NCCc2ccc(F)cc2)CC1	-12	3	-1	-0.4	-4	-19	0	30	0	0
COc1ccc(C2CC(c3ccccc3)=NN2C(=O)c2ccc(Cl)c([N+](=O)[O-])c2)cc1 (configuration not stated)	-54	17	0	-0.9	68	4	73*	4	-6	8
C/C=C/Cn1c(N2CCCCCC2)nc2c1c(=O)[nH]c(=O)n2C	7	6	-8	0.2	-10	-1	6	11	6	0
Cc1cccc(NC(=O)c2cccc(N3C(=O)C4C5CCC(C5)C4C3=O)c2)c1C (configuration not stated)	7	2	2	1.0	-1	-32	-1	10	-9	2
C=CCOCCN(C)C1=NS(=O)(=O)c2ccccc21	-6	5	-3	0.6	-3	-8	18	19	-9	-2
CC(C)Sc1nc2ncnc(N)c2[nH]1	-17	6	5	0.2	-8	-10	-2	13	1	-2
Cc1ccc(C(=O)Nc2cccc(C(=O)O)c2)cc1	87*	8	4	-5.7	-72*	59	-72	6	22	82*
More entries follow:
SMILES	aSyn UTR inh	SKKanGAS inh	IEC-6 cytotox	HIF activator	HSF1 inh	KLF5 inhibitor	HSF1 activator	AI-2 QS mod	Platelet DG rel	HSP90 refold inh
O=C(Nc1ccc(N2CCN(C(=O)c3ccco3)CC2)c(Cl)c1)c1c(F)c(F)c(F)c(F)c1F	-10	50*	0	-16	24	-44	39	38	5	7
O=C(Cn1c(=O)[nH]c2ccsc2c1=O)NC1CCCCC1	13	0	-4	-0.5	-8	-15	8	25	1	0
COc1ccc(N2C(=O)C3CCCN3C2c2ccc(C)o2)cc1Cl (configuration not stated)	-20	1	2	0.0	-5	-12	14	0	1	5
CC1CCCC(NC(=O)c2cccc(S(=O)(=O)N3CCN(c4ccccc4)CC3)c2)C1C (configuration not stated)	9	3	.	-28	6	.	15	-6	-1	.
COc1ccc(C(OCC(O)CNCCc2ccc(S(N)(=O)=O)cc2)c2ccc(OC)cc2)cc1 (configuration not stated)	-2	12	0	2.0	2	-1	8	15	-7	4
COC(=O)/C=C1\S/C(=N/N=C/c2ccccc2)NC1=O	11	-1	1	-0.4	10	-6	-3	-5	-9	1
Cc1cc(C)n2nc(C(=O)OCC(=O)N3CCC3)nc2n1	30	-4	-10	-0.3	.	-16	.	6	2	-1
COc1ccc(C2C(C(=O)c3sc(C)nc3C)=C(O)C(=O)N2CCN(C)C)cc1OC (configuration not stated)	-5	6	-6	-0.6	-1	-33	-17	8	7	1
CN(CCNC(=O)C1CC(=O)N(c2ccc(F)c(Cl)c2)C1)Cc1ccccc1 (configuration not stated)	-7	-3	3	-0.1	.	-18	.	-1	-6	0
CCOc1cc(S(=O)(=O)n2c(C)nc3ccccc32)ccc1F	6	-8	6	-0.4	-1	-29	23	19	2	-1
O=C(CN1CCN(c2ccc(F)cc2)CC1)Nc1cc(C(F)(F)F)ccc1Cl	6	0	2	0.0	4	8	15	30	1	4
Cc1ccccc1C(=O)Nc1cccc(NC(=S)NC(=O)c2cccs2)c1	14	13	-2	-1.2	1	-4	23	14	2	-1

Outcome played no part in choosing rows; any-hit rate near 6%.
